ABHD5 PLIN5 PPI – inhibitors of human ABHD5-perilipin-5 interaction. Split G. princeps luciferase complementation, luminescence, 4 h. inhibition, % at 4 µM. 360,000 tested, 0.78% active. AID 602281;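 active = inhibition above the mean inhibition across every tested compound plus 3 SD, cut at about 22% in these data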;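 also: 0% = DMSO only wells and the 100% control is not disclosed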
SRC2 inh – inhibits human steroid receptor coactivator 2 | 370,000 tested, 0.17% active | AID 651957 | HEK293 GAL4-SRC2 luciferase reporter, luminescence | Q15596 | inhibition, % at 9 µM;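 active = inhibition above the mean inhibition of all tested compounds plus 3 SD, set per campaign, cut at about 52% in these data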;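 also: 0% = DMSO treated cells and 100% = cells given Gossypol at 36 µM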
LRH-1 inv ag – NR5A2 inverse agonism in reporter assay. inhibition, % at 3.6 µM. 360,000 tested, 0.13% active. O00482. AID 602396. HEK293T StAR-luciferase reporter, LRH-1 transfected, 24 h;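 active = inhibition above the mean inhibition of all tested compounds plus 3 SD, cut at about 73% in these data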;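 also: 0% = DMSO wells and 100% = reporter-only cells lacking LRH-1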
TROY NFkB inh – blocks TROY-dependent signaling in reporter cells; Q293 LMP1-TROYcd NF-kB luciferase reporter, 4 h; inhibition, % at 10 µM; 360,000 tested, 0.98% active;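 active = compounds whose plate-normalised and pattern-corrected inhibition of the luciferase reporter signal at the single screening dose is 50% or more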
TLR9-MyD88 block – inhibitors of human TLR9-MyD88 binding | CHO BLA complementation TLR9-MyD88, CCF4 FRET ratio | inhibition, % at 4.98 µM | Q9NR96+Q99836 | 340,000 tested, 0.21% active;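 active = inhibition above the mean over all tested compounds plus 3 SD, cut at about 21% in these data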;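 also: 0% = DMSO only wells and 100% = clavulanate BLA inhibitor control wells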
SRC1 inh – inhibits human SRC1 coactivator; AID 588354; 360,000 tested, 0.12% active; HEK293 GAL4-SRC1 luciferase reporter, luminescence; Q15788; inhibition, % at 3.6 µM;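 active = inhibition above the campaign mean plus 3 SD, with each screening campaign given its own cutoff, cut at about 60% in these data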;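 also: 0% = DMSO treated cells and 100% = gossypol at 36 µM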
NR2F2 inh – inhibitors of human COUP-TFII (NR2F2); P24468; HEK293T NGFI-A luciferase reporter, luminescence; inhibition, % at 8.6 µM; 370,000 tested, 0.7% active;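 active = inhibition above a per-plate cutoff, mean inhibition of test wells between control levels plus 3 SD, cut at about 38% in these data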;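 also: cells cotransfected with COUP-TFII expression vector driving the NGFI-A reporter; 0% = median of COUP-TF2 test wells and 100% = reporter-only cells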
SRC3 inh – inhibits human SRC3 coactivator; Q9Y6Q9; HEK293 GAL4-SRC3 luciferase reporter, luminescence; inhibition, % at 3.6 µM; 360,000 tested, 0.17% active;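 active = inhibition above a per-campaign cutoff, the mean of all compounds plus 3 SD, cut at about 60% in these data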;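 also: 0% = DMSO-treated cells and 100% = gossypol-treated cells at 36 µM; higher means less SRC3-driven luciferase light from the GAL4 reporter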
Target sequence (Q9Y6Q9 whole entry, looked up, the tested form may be a part): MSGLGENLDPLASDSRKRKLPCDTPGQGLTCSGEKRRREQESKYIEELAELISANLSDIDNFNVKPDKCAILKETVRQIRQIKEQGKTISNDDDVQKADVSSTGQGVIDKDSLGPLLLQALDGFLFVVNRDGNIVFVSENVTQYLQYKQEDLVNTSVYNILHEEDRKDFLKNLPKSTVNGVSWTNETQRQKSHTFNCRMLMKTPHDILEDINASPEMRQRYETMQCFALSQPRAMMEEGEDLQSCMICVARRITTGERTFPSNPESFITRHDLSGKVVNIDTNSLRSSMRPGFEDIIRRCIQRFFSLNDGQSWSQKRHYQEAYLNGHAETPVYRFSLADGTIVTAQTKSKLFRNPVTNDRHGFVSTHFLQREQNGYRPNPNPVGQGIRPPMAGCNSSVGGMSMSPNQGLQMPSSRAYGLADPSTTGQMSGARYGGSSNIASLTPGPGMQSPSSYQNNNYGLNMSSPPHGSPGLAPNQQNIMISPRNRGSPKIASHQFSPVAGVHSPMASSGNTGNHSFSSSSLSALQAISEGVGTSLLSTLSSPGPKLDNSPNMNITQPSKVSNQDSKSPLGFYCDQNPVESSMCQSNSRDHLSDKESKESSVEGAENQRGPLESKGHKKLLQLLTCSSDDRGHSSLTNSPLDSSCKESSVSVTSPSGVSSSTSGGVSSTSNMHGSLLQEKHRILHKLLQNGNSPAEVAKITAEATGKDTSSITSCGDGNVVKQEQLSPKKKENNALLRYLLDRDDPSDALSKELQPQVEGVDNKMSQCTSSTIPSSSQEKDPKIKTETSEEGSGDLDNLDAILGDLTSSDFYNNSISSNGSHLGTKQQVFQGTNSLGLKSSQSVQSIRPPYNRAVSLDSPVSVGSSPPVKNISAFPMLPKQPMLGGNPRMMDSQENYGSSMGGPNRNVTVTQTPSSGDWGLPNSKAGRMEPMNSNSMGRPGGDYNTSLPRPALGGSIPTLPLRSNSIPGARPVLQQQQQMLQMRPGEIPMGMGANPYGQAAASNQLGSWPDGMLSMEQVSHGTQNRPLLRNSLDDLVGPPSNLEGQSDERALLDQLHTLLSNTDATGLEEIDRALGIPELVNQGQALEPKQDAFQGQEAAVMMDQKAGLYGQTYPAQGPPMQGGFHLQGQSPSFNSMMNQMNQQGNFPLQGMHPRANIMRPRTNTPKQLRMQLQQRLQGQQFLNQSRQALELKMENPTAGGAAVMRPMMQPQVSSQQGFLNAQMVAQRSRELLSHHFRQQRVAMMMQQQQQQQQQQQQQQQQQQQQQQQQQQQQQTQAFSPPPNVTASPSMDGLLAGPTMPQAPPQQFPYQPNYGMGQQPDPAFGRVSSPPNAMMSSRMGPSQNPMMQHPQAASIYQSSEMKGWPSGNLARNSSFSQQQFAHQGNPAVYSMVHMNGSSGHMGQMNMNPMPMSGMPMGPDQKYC
TWEAK Fn14 block – TWEAK-Fn14 signaling inhibition | inhibition, % at 10 µM | TWEAK-stimulated Fn14 reporter cells, luciferase luminescence, 8 h | 360,000 tested, 2% active; in the data active = inhibition above about 50%
Granule exo inh – blocks lytic granule exocytosis; TALL-104 LAMP-1 surface exposure, flow cytometry; cells stimulated with thapsigargin and PMA; inhibition, % at 10 µM; 360,000 tested, 0.66% active; AID 651702;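 active = inhibition above about 55%, limit read from the data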
NOD2 RIPK2 PPI – inhibitors of human NOD2-RIPK2 interaction; O43353; CHO BLA complementation NOD2-RIPK2, CCF4 ratio; inhibition, % at 4.98 µM; 360,000 tested, 0.38% active; AID 624267; in the data active = inhibition above about 21%;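 also: 0% = vehicle only and 100% = reference blocker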
The depositor's hits bear a star; x = not tested or not shown. This is a subset, so the mix of outcomes need not match the whole.

SMILES	ABHD5 PLIN5 PPI	SRC2 inh	LRH-1 inv ag	TROY NFkB inh	TLR9-MyD88 block	SRC1 inh	NR2F2 inh	SRC3 inh	TWEAK Fn14 block	Granule exo inh	NOD2 RIPK2 PPI
Cc1nc2ccc(S(=O)(=O)N(C)CC(=O)N3CCc4ccccc4C3)cc2s1	-1	-19	16	20	-3	-11	3	-8	15	0	3
Cn1cc(Cl)c(C(=O)OCC(=O)Nc2ccc(S(N)(=O)=O)cc2)n1	2	17	44	6	-7	-12	-9	-13	10	30	-2
Cc1csc2ncc(C(=O)NC(C)c3ccccc3)c(=O)n12 (stereo not given)	-4	-4	7	1	1	2	5	9	0	-5	-6
CCOC(=O)CNC(=O)C1CCC(CNS(=O)(=O)c2cccc3nsnc23)CC1 (stereo not given)	-7	-5	-8	1	11	7	16	11	1	0	-2
CCN(CC(=O)Nc1c(F)cccc1F)C(=O)CNC(=O)C1CCCCC1	-15	18	-2	7	1	-10	4	-9	2	-3	6
COC(=O)/C(=C1/Oc2cc(C)oc(=O)c2S1)C(F)(F)F	4	-1	3	20	5	-16	-3	8	98*	3	11
Cc1ccc(NC(=O)CSc2nnc(Cn3c(=O)sc4ccccc43)n2C)cc1	-3	5	-1	4	-9	1	9	4	-8	-6	-5
CC(=O)c1c(C)n([O-])c2cc(C)ccc2[n+]1=O	-3	0	6	26	-19	6	-4	9	6	-1	8
Cc1ccc(NC(=O)C2CCN(S(=O)(=O)c3ccc4[nH]c(=O)oc4c3)CC2)cc1F	-5	-18	5	-12	-18	-13	0	4	3	3	5
CC(C)c1cc(NCCN2CCOCC2)n2c(nc3ccccc32)c1C#N	4	-33	3	0	1	8	1	-6	3	2	1
O=C(CNC(=O)c1ccc(Cl)cc1Cl)OCc1nc2ccccc2s1	-2	-18	-13	1	-3	0	-3	-25	-11	2	-2
NC(c1csc(Nc2ccc(C(=O)c3ccccc3)cc2)n1)c1ccccc1Cl (stereo not given)	-2	24	-7	31	x	-1	9	1	40	22	-8
CCCOc1ccc(N2C(=O)CC(N3CCN(c4ccccc4OC)CC3)C2=O)cc1 (stereo not given)	6	-23	-3	7	3	-12	12	11	8	-4	-15
OCCc1ccc(-c2ccc(Cl)cc2)o1	3	-37	-17	-76	-2	-34	8	-39	-24	0	0
Cc1cc(Cl)ccc1OC(C)C(=O)Nc1ccc(C(=O)Nc2ccccc2C(=O)O)cc1 (stereo not given)	3	19	5	57*	-13	-18	5	18	37	6	-2
Cc1ccc(N(CC(=O)NC2CCCCC2)C(=O)CNC(=O)c2ccco2)c(C)c1	-1	6	3	0	-9	-4	-14	-5	4	-18	6
CCOC(=O)Cc1csc(NC(=O)CSc2ccc(Br)cc2)n1	-14	-29	-15	26	-7	-6	5	7	36	-6	5
Cc1ccc(C2CC2c2n[nH]c(=S)n2-c2ccc(C)cc2)cc1 (stereo not given)	-7	7	-6	-3	3	2	15	2	-15	4	4
COCCCn1c(SC(C)C(=O)NC2CC2)nc2ccccc2c1=O (stereo not given)	15	4	15	-15	-7	8	-16	1	-1	-4	-6
Cc1nnc(SCC(=O)Nc2cccc(S(=O)(=O)NC3=NCCCCC3)c2)n1Cc1ccccc1	-2	-9	2	15	8	10	8	7	-1	-1	-3
CC1=NNC(=O)C(CC(=O)Nc2ccc(Cl)c(Cl)c2)C1 (stereo not given)	1	-8	5	-17	-7	7	0	17	0	1	3
Cn1c2ccc(F)cc2c2nnc(SCCN3CCCCC3)nc21	0	-67	5	-3	-5	9	-4	-3	-10	9	-14
O=C(c1cc2c(s1)-c1ccccc1OC2)N1CCc2ccccc2C1	3	10	-22	-69	4	-16	0	-13	-3	5	-10
O=C(Cc1cccs1)Nc1nnc(-c2ccncc2)s1	-6	-7	-34	1	12	-4	-13	6	-23	2	4
CN1CCN(C(=S)c2ccc([N+](=O)[O-])cc2)CC1	-3	-16	27	16	-5	9	-13	14	-7	-1	2

(listing goes on)
SMILES	ABHD5 PLIN5 PPI	SRC2 inh	LRH-1 inv ag	TROY NFkB inh	TLR9-MyD88 block	SRC1 inh	NR2F2 inh	SRC3 inh	TWEAK Fn14 block	Granule exo inh	NOD2 RIPK2 PPI
CC1(C)CC(=O)C=C(NC2CCCC(O)C2)C1 (stereo not given)	17	1	-3	2	8	-9	-3	18	1	-5	-5
O=C(/C=C/Nc1ccc(F)c(Cl)c1)c1ccco1	2	-51	-98	-9	-1	-100	-24	-94	7	-3	-18
O=C(CNS(=O)(=O)c1c(F)cccc1F)NC1CCCc2ccccc21 (stereo not given)	1	-20	10	2	-5	-13	-1	-2	9	-12	-1
Cc1ccccc1NC(=S)N(Cc1cccnc1)Cc1ccccc1Cl	-5	-11	-3	-5	-2	-6	13	16	27	3	4
Cc1cc(N2CCOCC2)nc2ccc(NC(=O)CCC(=O)N3CCC(C)CC3)cc12	4	-80	-73	-4	1	-67	-23	-54	-3	-3	-11
O=C(Nc1ccccn1)c1ccc2c(c1)OCCO2	-4	-52	-129	33	-5	-104	-54	-90	25	-3	4
Cc1ccc(Nc2c([N+](=O)[O-])c(=O)n(C)c3ccccc23)cc1C	-2	-19	-9	-7	-4	-2	-2	-9	7	0	-3
CCN(C[C@H]1N[C@@](Cc2ccccc2)(C(=O)OC)[C@H]2C(=O)N(Cc3ccccc3)C(=O)[C@@H]12)C(C)=O	0	5	7	14	0	9	-8	-16	3	-1	4
O=C(c1c(O)cc(O)cc1O)C1c2c(cc(O)c3c2O[C@H](c2ccc(O)cc2)[C@@H](O)C3)OC1c1ccc(O)cc1 (stereo not given in full)	8	12	13	6	7	-2	-1	-1	8	-6	0
O=C(NC1CCN(S(=O)(=O)c2ccc(F)cc2)CC1)c1ccc(F)cc1	5	-6	-8	-17	2	9	3	-15	-3	-3	-8
COc1ccccc1CC(=O)Nc1cc(Cl)ccc1O	-2	2	26	33	-3	-13	0	12	1	-3	-5
FC(F)(F)c1nnc2ccc(Cl)nn12	-7	13	4	-4	-5	-4	-1	5	9	-2	-10
COc1ccc(C2=CN3CCCCC3CC2=O)cc1OC (stereo not given)	-2	-40	-52	-36	-11	-31	-15	-18	-5	5	5
O=C(c1ccccc1Br)N1CCCC(c2nc(-c3cccs3)no2)C1 (stereo not given)	2	-7	-22	-6	2	-25	11	-18	-12	3	2
Cc1ccc(N2CC(C(=O)Nc3nnc(SCC(=O)NCC4CCCO4)s3)CC2=O)cc1C (stereo not given)	-3	25	-13	-14	-2	-3	7	-9	12	3	0
CC(C)(C)C(=O)N1CCN(S(=O)(=O)c2ccc3c(c2)OCCCO3)CC1	0	2	19	-8	3	-10	-3	7	9	10	6
OC(CN1CCNCC1)Cn1c2ccccc2c2ccccc21 (stereo not given)	5	-4	0	4	-3	-6	-21	-8	19	15	2
Cc1ccc2c(c1)C1(OCCCO1)C(=O)N2CC(=O)NN	1	-8	23	-10	x	-20	22	4	94*	-4	-4
C/C=C(\C)C(=O)OC(C)(C)[C@H]1Cc2cc3ccc(=O)oc3cc2O1	-10	3	18	-30	-3	7	1	5	-56	-6	2
CCN(CC)C(=O)CC(c1cc(OC)c(OC)c(OC)c1)c1c(O)cc(OC)cc1OC (stereo not given)	-1	0	11	-13	-5	-22	-16	3	-14	2	7

Three structures already listed, sorted by SMILES length, descending:
SMILES	ABHD5 PLIN5 PPI	SRC2 inh	LRH-1 inv ag	TROY NFkB inh	TLR9-MyD88 block	SRC1 inh	NR2F2 inh	SRC3 inh	TWEAK Fn14 block	Granule exo inh	NOD2 RIPK2 PPI
Cc1ccc(N2CC(C(=O)Nc3nnc(SCC(=O)NCC4CCCO4)s3)CC2=O)cc1C (stereo not given)	-3	25	-13	-14	-2	-3	7	-9	12	3	0
C/C=C(\C)C(=O)OC(C)(C)[C@H]1Cc2cc3ccc(=O)oc3cc2O1	-10	3	18	-30	-3	7	1	5	-56	-6	2
O=C(c1ccccc1Br)N1CCCC(c2nc(-c3cccs3)no2)C1 (stereo not given)	2	-7	-22	-6	2	-25	11	-18	-12	3	2

Sorted by formula weight (highest first): 15 of the compounds above.
SMILES	ABHD5 PLIN5 PPI	SRC2 inh	LRH-1 inv ag	TROY NFkB inh	TLR9-MyD88 block	SRC1 inh	NR2F2 inh	SRC3 inh	TWEAK Fn14 block	Granule exo inh	NOD2 RIPK2 PPI
Cc1cc(Cl)ccc1OC(C)C(=O)Nc1ccc(C(=O)Nc2ccccc2C(=O)O)cc1 (stereo not given)	3	19	5	57*	-13	-18	5	18	37	6	-2
Cc1ccc(NC(=O)CSc2nnc(Cn3c(=O)sc4ccccc43)n2C)cc1	-3	5	-1	4	-9	1	9	4	-8	-6	-5
O=C(c1ccccc1Br)N1CCCC(c2nc(-c3cccs3)no2)C1 (stereo not given)	2	-7	-22	-6	2	-25	11	-18	-12	3	2
Cc1nc2ccc(S(=O)(=O)N(C)CC(=O)N3CCc4ccccc4C3)cc2s1	-1	-19	16	20	-3	-11	3	-8	15	0	3
CCOC(=O)Cc1csc(NC(=O)CSc2ccc(Br)cc2)n1	-14	-29	-15	26	-7	-6	5	7	36	-6	5
Cc1ccc(N(CC(=O)NC2CCCCC2)C(=O)CNC(=O)c2ccco2)c(C)c1	-1	6	3	0	-9	-4	-14	-5	4	-18	6
CCN(CC(=O)Nc1c(F)cccc1F)C(=O)CNC(=O)C1CCCCC1	-15	18	-2	7	1	-10	4	-9	2	-3	6
O=C(CNS(=O)(=O)c1c(F)cccc1F)NC1CCCc2ccccc21 (stereo not given)	1	-20	10	2	-5	-13	-1	-2	9	-12	-1
Cc1ccc(Nc2c([N+](=O)[O-])c(=O)n(C)c3ccccc23)cc1C	-2	-19	-9	-7	-4	-2	-2	-9	7	0	-3
Cc1csc2ncc(C(=O)NC(C)c3ccccc3)c(=O)n12 (stereo not given)	-4	-4	7	1	1	2	5	9	0	-5	-6
COC(=O)/C(=C1/Oc2cc(C)oc(=O)c2S1)C(F)(F)F	4	-1	3	20	5	-16	-3	8	98*	3	11
COc1ccccc1CC(=O)Nc1cc(Cl)ccc1O	-2	2	26	33	-3	-13	0	12	1	-3	-5
COc1ccc(C2=CN3CCCCC3CC2=O)cc1OC (stereo not given)	-2	-40	-52	-36	-11	-31	-15	-18	-5	5	5
CC1(C)CC(=O)C=C(NC2CCCC(O)C2)C1 (stereo not given)	17	1	-3	2	8	-9	-3	18	1	-5	-5
CC(=O)c1c(C)n([O-])c2cc(C)ccc2[n+]1=O	-3	0	6	26	-19	6	-4	9	6	-1	8
